Compound activity (PubChem)
HPDE-C7K KRASV12 = cytotoxicity in KRAS-transformed pancreatic duct cells, primary screen, cell-based, fluorescence, HTS (AID 431). HPDE-C7K KRASV12 cells, Alamar Blue viability, 48 h; higher % means a stronger effect. one-dose cytotoxicity, % at 10 µM; EC50 in µM for titrated hits. hit rate 1.7% among 63,000;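 active = compounds whose percent cytotoxicity in the single-dose primary screen, scaled between solvent and toxic-drug controls, exceeds 50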;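 also: 0% = DMSO solvent wells and 100% = doxorubicin-treated wells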
HT1080 viability = cytotoxicity in HT1080 fibrosarcoma cells, cell-based, fluorescence readout (AID 620); HT1080 viability, fluorescence; higher % means a stronger effect; one-dose cytotoxicity, % at 10 µM; EC50 in µM for titrated hits; hit rate 0.42% among 87,000;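 also: cells exposed to compound overnight then 4 h with Alamar Blue; 0% = vehicle DMSO and 100% = killing control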
DPM-DC inhibit = S. pneumoniae DPM-DC inhibitors, primary screen, biochemical, PK/LDH-coupled NADH fluorescence. diphosphomevalonate decarboxylase (Streptococcus pneumoniae D39). purified DPM-DC. calls only at 10 µM. hit rate 0.49% among 65,000;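 active = the 320 compounds with the highest percent inhibition in the single-dose primary screen, excluding strongly autofluorescent ones, cut at about 32% in these data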;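 also: kinetic rate of NADH fluorescence loss reporting ADP formed by the decarboxylase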
Bfl-1 displacement = Bfl-1 inhibitors, primary screen, biochemical, fluorescence polarization, FITC-Bid, mouse (AID 432) | Bcl-2-related protein A1 (Mus musculus) | FITC-Bid BH3 peptide fluorescence polarization displacement; higher % means a stronger effect | one-dose displacement, % at 20 µM; IC50 in µM for titrated hits | hit rate 0.02% among 64,000; in the data active = a potency from the dose series; inactive = the rest, 99 in 100 with displacement below about 15%; also: strong numbers were not always called active
LYP inhibition = LYP phosphatase inhibitors, primary screen, biochemical, DiFMUP fluorescence, recombinant catalytic domain, 10 µM (AID 606). Tyrosine-protein phosphatase non-receptor type 22 (Homo sapiens). recombinant LYP catalytic domain, DiFMUP fluorescence; higher % means a stronger effect. inhibition, % at 10 µM, or IC50 in µM where a hit was titrated. 52,000 tested, under 10 active;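 active = IC50 under 40 µM in the dose-response test; inactive = IC50 of 40 µM or more, or never dose-tested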
HPDE-C7 cytotoxicity = cytotoxicity in HPDE-C7 cells, cell-based, fluorescence, HTS (AID 430); HPDE-C7 pancreatic duct cells viability, fluorescence; higher % means a stronger effect; cytotoxicity, % at 10 µM; hits with a dose series show EC50 in µM; hit rate 1.8% among 63,000;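 also: cells exposed to compound for 48 hours before viability readout; 0% = vehicle and 100% = reference cytotoxic drug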
Spn PMK inh = S. pneumoniae PMK inhibitors, primary screen, biochemical, mevalonate pathway, pilot trial included; inhibition, % at 10 µM; phosphomevalonate kinase (Streptococcus pneumoniae D39); purified PMK, PK/LDH-coupled NADH absorbance 340 nm; hit rate 0.49% among 65,000;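 active = top-ranked compounds by inhibition in the single 10 µM screen, taking a fixed number of the strongest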;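 also: 0% = full reaction with DMSO carrier and 100% = background rate without enzyme reaction; no value below 0 was filed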
TNAP inhibition = human TNAP enzyme inhibitors, biochemical, luminescent (AID 518). inhibition, % at 20 µM; hits with a dose series show IC50 in µM. hit rate 0.09% among 64,000. purified TNAP enzyme, luminescent substrate readout; higher % means a stronger effect. Alkaline phosphatase, tissue-nonspecific isozyme (Homo sapiens); in the data active = a potency from the dose series; inactive = the rest, 99 in 100 with inhibition below about 22%;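 also: plate controls were vehicle for no effect and reference inhibitor for full effect; many of its hits are not listed in these tables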
MK inhibit = S. pneumoniae MK inhibitors, primary screen, biochemical, PK/LDH-coupled NADH absorbance; mevalonate kinase [Streptococcus pneumoniae D39]; purified MK, PK/LDH-coupled NADH absorbance 340 nm; AID 555, 2006; inhibition, % at 10 µM; hit rate 0.48% among 65,000;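 active = ranked among the strongest by inhibition in the single 10 µM screen, a fixed top-ranked set picked for dose follow-up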; also: no value below 0 was filed
Spn PMK inh pilot replicates = also measured in Spn PMK inh; calls as there; inhibition, %; measured here: pilot screen replicates
MK inhibit pilot replicates = further read-out of MK inhibit, marked with its call; inhibition, %; measured here: pilot screen replicates
DPM-DC inhibit pilot screen % = second read-out of DPM-DC inhibit, no call of its own (marks repeat the call); inhibition, %; measured here: pilot screen trials
Starred values were filed as active, the others as inactive; i = inactive; . = not tested or not shown; & = joins results of further samples. Rule as the data show it, unless noted: active = cytotoxicity above about 50%; inactive = the rest. Hits appear at their usual frequency. Share with any hit: about 3.5%.

SMILES	HPDE-C7K KRASV12	HT1080 viability	DPM-DC inhibit	Bfl-1 displacement	LYP inhibition	HPDE-C7 cytotoxicity	Spn PMK inh	TNAP inhibition	MK inhibit	others
COCCn1cnc2c1c(=O)n(CC(=O)c1ccc3c(c1)OCCO3)c(=O)n2Cc1ccccc1	7%	-2%	i	2%	.	4%	0	7%	2
COC(=O)c1ccc(N2C(=O)CC(N(C)Cc3ccccc3)C2=O)cc1 (stereo not drawn)	-20%	-3%	i	3%	7%	-12%	7	-9%	10
CCOC(=O)c1c(CN2CCCCC2)oc2ccc(OC)cc12	10%	-6%&-6%	i	26%	6%	-4%	0	2%	1
COc1cccc(-c2cc(C(=O)N3C(C)CCCC3C)no2)c1 (stereo not drawn)	-23%	.	i	1%	12%	-27%	13	-4%	0
c1ccc(Cc2nn3c(COc4ccccc4)nnc3s2)cc1	1%	-4%	i	-6%	4%	-15%	9	9%	14
c1csc(Cc2nc(-c3ccc(-n4cccc4)cc3)no2)c1	0%	-1%	i	-4%	10%	0%	7	8%	4
CCOC(=O)CCC(=O)c1c(C)oc2ccc(OC)cc12	-5%	0%	i	1%	1%	-12%	8	13%	7	Spn PMK inh pilot replicates=0.0;MK inhibit pilot replicates=1.0;DPM-DC inhibit pilot screen %=0.5
O=C1N(CN2CCC3(CC2)OCCO3)c2ccccc2C12OCCCO2	-5%	-7%	i	-7%	2%	0%	14	2%	6
CCSc1nnc(NC(=O)CSc2nccn2-c2cc(C)cc(C)c2)s1	-2%	-4%	i	-1%	-16%	-2%	15	1%	0
Cc1noc(C)c1COc1cccc(C(=O)Nc2ccc(C#N)cc2)c1	-11%	-4%	i	-1%	9%	3%	0	12%	0	Spn PMK inh pilot replicates=3.0;MK inhibit pilot replicates=1.5;DPM-DC inhibit pilot screen %=0.0
COc1cccc2sc(Nc3nc(-c4ccccn4)cs3)nc12	59%*	30%	i	10%	7%	66%*	12	-12%	0
CCC1CCCCN1CC(=O)c1c(C)[nH]c2ccccc12 (stereo not drawn)	10%	0%	i	-9%	4%	8%	0	12%	5
NC(=O)C1(N2CCCCC2)CCN(c2nc(-c3ccccc3)cs2)CC1	10%	11%	i	-13%	.	-14%	6	1%	0
CCOC(=O)c1c(-c2cccs2)csc1NC(=O)c1ccco1	-8%	-6%	.	-3%	19%	-10%	0	5%	7
CC(C)CCn1c(CN2CCOCC2)nc2c1c(=O)n(C)c(=O)n2C	-13%	-2%	i	-6%	10%	-12%	2	7%	6
Cc1ccc(C(=O)CSc2nnc(CNc3ccc(C)cc3C)n2Cc2ccco2)cc1	30%	1%	i	-1%	.	36%	16	8%	6
COc1ccc(C2N(c3cc(Cl)ccc3OC)C(=O)C3CCCN32)cc1OC (stereo not drawn)	-22%	2%	i	2%	14%	-16%	4	-2%	0
CC(=O)c1c(C)[nH]c(C(=O)NCCCN2CCCC2)c1C	7%	8%	i	15%	.	-1%	11	7%	9
O=C(CCC(=O)OCC(F)(F)C(F)F)Nc1ccc(Cl)cc1	-1%	-2%	i	-3%	13%	-12%	2	7%	7
CS(=O)(=O)Nc1ccc(C(=O)NCc2ccccn2)cc1	5%	22%	i	-2%	18%	-1%	0	13%	8
Cc1ccc(N2C(=O)c3ccccc3C2(O)c2ncc[nH]2)cc1 (stereo not drawn)	-5%	-7%	i	-1%	2%	-12%	0	-3%	0
COCCOC(=O)C1=C(C)NC(=O)NC1c1cccs1 (stereo not drawn)	0%	-6%	i	2%	.	0%	7	3%	0
COc1cc(OC)cc(-c2nnc(SCC(=O)N3CCCc4ccccc43)o2)c1	10%	-3%	i	-3%	5%	20%	12	9%	8
Cc1cc(C)cc(OCc2nnc(SCC(=O)c3ccc(Br)cc3)o2)c1	-19%	-10%	i	-1%	8%	-22%	8	11%	2
CCOc1ccc(-c2nc(CSc3nncs3)cs2)cc1OC	-2%	0%	i	-10%	.	-3%	2	3%	7
CCc1ccccc1OCC(=O)Nc1ccc(S(N)(=O)=O)cc1	-4%	-4%	i	-7%	3%	-1%	6	8%	8
COc1ccc(CN2C(=O)c3ccccc3C2C(=O)NCC2CCCO2)c(OC)c1 (stereo not drawn)	-4%	-2%	i	-4%	-13%	-21%	20	5%	0
CCOC(=O)C1CCN(c2nc(-c3ccccc3)nc3c2oc2ccccc23)CC1	34%	-12%	i	-10%	.	21%	10	9%	7
Cc1ccc(C2/C(=C(/O)c3cnn(-c4ccccc4)c3C)C(=O)C(=O)N2CCN2CCOCC2)o1 (stereo not drawn)	-20%	6%	i	0%	2%	0%	1	16%	15	Spn PMK inh pilot replicates=3.0;MK inhibit pilot replicates=0.0;DPM-DC inhibit pilot screen %=0.5
Cc1ccc(O)c(NC(=O)CCCC(=O)O)c1	4%	2%	i	-31%	-8%	-8%	10	4%	6
NC(=O)C1(N2CCCCC2)CCN(S(=O)(=O)c2cc(Cl)ccc2Cl)CC1	8%	6%	i	-1%	-7%	2%	12	5%	11
COC(=O)CC1Oc2ccc(C)cc2NC1=O (stereo not drawn)	-2%	3%	i	-1%	-2%	-2%	0	4%	2
COc1cccc(N2CCN(S(=O)(=O)c3ccc4nc(-c5ccccc5)[nH]c4c3)CC2)c1	1%	.	i	-10%	.	-4%	6	4%	3
Cc1noc(C)c1C(=O)OCC(=O)c1c[nH]c2ccccc12	-2%	0%	i	3%	-7%	4%	15	14%	2
COc1ccc(C)cc1NC(=O)c1nc2nc(C)cc(C)n2n1	9%	4%	i	-4%	15%	-2%	15	14%	4	Spn PMK inh pilot replicates=1.5;MK inhibit pilot replicates=0.0;DPM-DC inhibit pilot screen %=1.5
O=C(C1CCN(S(=O)(=O)N2CCOCC2)CC1)N1CCOCC1	5%	2%	i	-1%	2%	-1%	6	3%	4
O=C(O)CCCC(=O)Nc1nc2n(n1)C(c1ccc(F)cc1)CC(c1ccc(Cl)cc1)N2 (stereo not drawn)	-27%	-6%	i	-6%	-15%	-19%	13	12%	11
Cc1nc(CNS(=O)(=O)c2ccc3ccccc3c2)cs1	-4%	4%	i	1%	-3%	4%	12	12%	6
COc1cccc(N2CCN(Cc3nc(N)nc(Nc4ccccc4OC)n3)CC2)c1	11%	1%	i	2%	.	3%	5	17%	1	Spn PMK inh pilot replicates=3.5;MK inhibit pilot replicates=0.5;DPM-DC inhibit pilot screen %=4.0
COc1cc2c(cc1NC(=O)CN1C(=O)NC3(CCc4ccccc43)C1=O)oc1ccccc12 (stereo not drawn)	55%*	-2%	i	2%	4%	46%	2	0%	7
O=C(O)Cn1nc(-c2ccc(F)cc2)oc1=O	-1%	8%	i	-5%	.	-14%	20	10%	0
CCCOc1ccc(C2NC(=O)NC2=O)cc1 (stereo not drawn)	-6%	-6%	i	-3%	.	-1%	0	3%	7
O=C(O)c1cccc(-n2cnnn2)c1	-6%	-14%	i	-7%	6%	-7%	3	7%	4
CCC(=O)Nc1cc2c(cc1C(=O)CC)OCCO2	-25%	-7%	i	7%	4%	-5%	0	11%	9
CCN(CC)CCCNC(=O)c1nn(-c2ccccc2OC)c(=O)c2ccccc12	20%	9%	i	7%	-5%	17%	3	9%	3
O=C(C1CCCCC1)N1CCCC(c2nc3c(nnn3Cc3ccccc3)c(=O)[nH]2)C1 (stereo not drawn)	4%	-16%	i	-5%	2%	3%	7	5%	0
CC1CCCN(c2ncnc3c2cnn3-c2ccc(Cl)cc2)C1 (stereo not drawn)	-3%	.	i	-8%	16%	-14%	13	8%	0
CC1(C)Cc2c(C#N)c(SCC(=O)c3ccccc3)nc(N3CCCC3)c2CO1	-10%	-11%	i	-10%	-2%	-15%	10	0%	0
Cc1c(NC(=O)CSc2nc(-c3ccco3)cc(C(F)(F)F)n2)c(=O)n(-c2ccccc2)n1C	.	-4%	i	.	8%	.	4	.	13
O=C(Cn1c(=O)n(CC2CCCO2)c(=O)c2ccccc21)c1ccccc1 (stereo not drawn)	9%	-10%	i	-6%	-1%	13%	18	16%	8	Spn PMK inh pilot replicates=5.0;MK inhibit pilot replicates=8.5;DPM-DC inhibit pilot screen %=0.0
COc1ccc(-n2nc3c(c2NC(=O)c2cc4ccccc4oc2=O)CS(=O)(=O)C3)cc1	-7%	1%	i	-2%	2%	-15%	19	44%	3
Cc1nc2sc(C(c3cccs3)N3CCN(c4cccc(Cl)c4)CC3)c(O)n2n1 (stereo not drawn)	-2%	-1%	i	-3%	-3%	-10%	4	2%	5
O=C(Nc1ccccc1O)c1ccc(Cl)cc1	8%	5%	i	5%	-4%	28%	10	7%	0
CCOC(=O)Cc1csc(NC(=O)Nc2ccccc2)n1	.	-2%	i	.	12%	.	0	.	3
COc1ccc(S(=O)(=O)N(CCCN2CCCC2=O)Cc2cc3c(C)ccc(C)c3[nH]c2=O)cc1	7%	2%	i	6%	-10%	1%	4	8%	8
COc1cc(C(=S)N2CCC(C(N)=O)CC2)ccc1O	5%	23%	i	-4%	-1%	4%	13	10%	8
CCc1nnc(NC(=O)CSc2nnc(-c3c[nH]c4ccccc34)n2CC)s1	1%	-7%	i	-2%	.	-11%	14	6%	0
CCn1c(SCc2nc(CC(=O)Nc3ccccc3OC)no2)nnc1-c1cccs1	-7%	8%	i	6%	11%	-4%	10	0%	0
Cc1nc(SCC(=O)c2c[nH]c3ccccc23)n[nH]1	15%	9%	i	-3%	4%	-3%	2	17%	6	Spn PMK inh pilot replicates=1.5;MK inhibit pilot replicates=0.5;DPM-DC inhibit pilot screen %=1.5
COc1ccccc1C(=O)N1CCN=C1c1ccccc1	6%	1%	i	-2%	16%	-4%	6	0%	6

Going on with the list.
SMILES	HPDE-C7K KRASV12	HT1080 viability	DPM-DC inhibit	Bfl-1 displacement	LYP inhibition	HPDE-C7 cytotoxicity	Spn PMK inh	TNAP inhibition	MK inhibit	others
O=C(O)CN1C(=O)CSc2ccccc21	-10%	0%	i	-5%	4%	-4%	15	-6%	8
CCOc1nc(-c2ccc(C)cc2)ccc1-c1noc(COC)n1	16%	-2%	i	-2%	1%	10%	17	8%	0
COc1cc2c(cc1OC)CN(C(=O)CSc1nc(N)c(C#N)cc1C#N)CC2	-1%	5%	i	4%	.	-8%	10	8%	8
FC(F)(F)c1cccc(N2Cc3ccccc3C2)c1	3%	5%	i	-1%	5%	-18%	12	13%	4

A stretch from the list above, for reference:
SMILES	HPDE-C7K KRASV12	HT1080 viability	DPM-DC inhibit	Bfl-1 displacement	LYP inhibition	HPDE-C7 cytotoxicity	Spn PMK inh	TNAP inhibition	MK inhibit	others
COc1cc2c(cc1OC)CN(C(=O)CSc1nc(N)c(C#N)cc1C#N)CC2	-1%	5%	i	4%	.	-8%	10	8%	8
FC(F)(F)c1cccc(N2Cc3ccccc3C2)c1	3%	5%	i	-1%	5%	-18%	12	13%	4
